High-throughput results: PubChem BioAssay, several laboratories
phage Ecoli inh = E. coli growth loss with phage present; growth absorbance; inhibition, % at 11.9 µM; hit rate 0.26% among 360,000; AID 651602; in the data active = inhibition above about 11%
MOR-DOR inv ag = mu-delta opioid heterodimer inverse agonism | P35372+P41143 | cell-based MOR-DOR heterodimer luminescence | inhibition, % at 9.3 µM | hit rate 0.21% among 340,000; in the data active = inhibition above about 22%, passing the limit was not always enough;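 note: 0% = cells with DMSO and 100% = wells without cells with DMSO; values of inactives mirror those of a sister screen read the other way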
Target sequence (P35372 whole entry, looked up): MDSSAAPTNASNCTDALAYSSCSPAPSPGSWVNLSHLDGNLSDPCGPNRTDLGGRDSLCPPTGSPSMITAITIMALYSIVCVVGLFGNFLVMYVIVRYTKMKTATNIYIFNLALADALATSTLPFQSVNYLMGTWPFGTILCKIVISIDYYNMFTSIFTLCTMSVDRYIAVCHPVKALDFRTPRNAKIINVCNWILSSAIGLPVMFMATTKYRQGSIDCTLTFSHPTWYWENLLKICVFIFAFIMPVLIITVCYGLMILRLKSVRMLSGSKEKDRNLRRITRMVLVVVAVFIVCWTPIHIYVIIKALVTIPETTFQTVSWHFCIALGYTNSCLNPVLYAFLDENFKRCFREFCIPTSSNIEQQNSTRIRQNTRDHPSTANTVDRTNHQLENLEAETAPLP
Target sequence (P41143 whole entry, looked up): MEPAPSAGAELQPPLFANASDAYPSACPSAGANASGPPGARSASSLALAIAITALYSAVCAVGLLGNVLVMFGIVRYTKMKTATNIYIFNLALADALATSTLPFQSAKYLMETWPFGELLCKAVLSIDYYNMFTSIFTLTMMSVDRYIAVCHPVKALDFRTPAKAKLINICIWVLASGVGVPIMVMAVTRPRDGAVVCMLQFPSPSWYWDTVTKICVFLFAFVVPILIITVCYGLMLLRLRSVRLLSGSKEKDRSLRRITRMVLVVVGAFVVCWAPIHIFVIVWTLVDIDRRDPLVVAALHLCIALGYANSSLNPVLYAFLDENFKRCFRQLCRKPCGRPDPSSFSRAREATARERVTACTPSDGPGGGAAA
PfHsp90 set2 = reduces growth (ATP signal) of yeast expressing P. falciparum Hsp90; AID 504621; S. cerevisiae expressing PfHsp90, BacTiter-Glo ATP, 48 h; yeast lacking PDR1 and PDR3 efflux regulators; inhibition, % at 9.4 µM; hit rate 0.32% among 310,000;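 active = every replicate shows inhibition above about 80%, whatever the replicate mean, limit read from the data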;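 note: 0% = DMSO neutral controls and 100% = 20 µM radicicol positive controls; yeast relying on Plasmodium falciparum Hsp90 in place of its own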
OPRM1-OPRD1 ag = agonists of human mu-delta opioid receptor heterodimerization; AID 504326; activation, % at 9.3 µM; P35372+P41143; cells, OPRM1-OPRD1 heterodimerization, luminescence; hit rate 0.3% among 340,000; in the data active = activation above about 18%;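 note: 0% = vehicle-treated cells and 100% = reference agonist; values of inactives mirror those of a sister screen read the other way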
HTR5A inv ag = inverse agonist of human HTR5A in OPRM1-OPRD1 counter-screen; P47898; HTR5A cell line, luminescence, inverse agonism; inhibition, % at 9.3 µM; hit rate 0.083% among 340,000; AID 504634; in the data active = inhibition mostly above about 23%, no sharp cut-off; inactive = mostly below about 18%;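 note: 0% = cells with DMSO and 100% = no-cell wells with DMSO; some compounds called inactive have numbers as strong as hits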
PKA-R1A activ = activates the PKA-R1A holoenzyme complex; P00514+P68181; PKA-R1A dissociation, Cy5-IP20 fluorescence polarization; scaled: DMSO 0%, 113 µM cGMP 100%; activation, % at 11.4 µM; hit rate 0.083% among 340,000;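 active = percent activation above the mean of all tested compounds plus 3 SD, cut at about 19% in these data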;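 note: higher means more PKAc released from R1A so a rise in polarization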
Ecoli viability = bacterial growth inhibition, counter-screen for AddAB inhibitors | E. coli V3065 growth, OD600 absorbance, 18 h | inhibition, % at 11.9 µM | hit rate 0.27% among 330,000 | AID 449728;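 active = inhibition above the campaign's mean inhibition across all tested compounds plus 3 SD, cut at about 9.9% in these data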;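 note: uninfected addAB+ strain grown without phage in ampicillin broth; 0% = DMSO wells and 100% = ciprofloxacin 0.95 µg/ml wells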
Pemphigus Ab inh = human desmoglein-3 autoantibody binding inhibition. P32926. DSG3-coupled beads, scFv-anti-DSG3-GFP binding, flow cytometry; stronger effect = lower value. binding (percent of control), % at 10 µM. hit rate 0.48% among 310,000. AID 588358;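 active = binding more than 3 SD below its plate's average and above zero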;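 note: hits lower antibody fragment binding to DSG3; some compounds called inactive have numbers as strong as hits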
HTR5A ag = activates human HTR5A in OPRM1-OPRD1 agonist counter-screen; HTR5A agonist assay, luminescence, cell-based; activation, % at 9.3 µM; hit rate 0.61% among 340,000; in the data active = activation mostly above about 9.5%, no sharp cut-off; inactive = mostly below about 7.6%;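 note: 0% = cells with vehicle only and 100% = reference agonist; strong numbers were not always called active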
SUMO Mot1 rescue = blocks SUMOylation pathway, rescuing yeast Mot1-301 growth | growth rescue, % at 18.8 µM | hit rate 1% among 320,000 | S. cerevisiae Mot1-301 growth rescue, ATP luminescence, 38.5C; percent above DMSO median, 100 means doubled;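 active = every valid replicate shows activation above 250% relative to neutral control wells; inactive = the rest, any valid replicate at or below 250%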;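 note: OY570 slx delta 5 strain wells were the positive control but not used for scaling; some compounds called inactive have numbers as strong as hits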
AddAB inh = less growth of phage-infected E. coli with AddAB. E. coli expressing H. pylori AddAB, absorbance growth. inhibition, % at 11.9 µM. hit rate 0.29% among 330,000; in the data active = inhibition above about 12%;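 note: 0% = vehicle wells of infected cells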
Numbers without * were called inactive; . = not tested or not shown. Hits appear at their usual frequency. About 3.2% of those tested had a hit in this group.

smiles,phage Ecoli inh,MOR-DOR inv ag,PfHsp90 set2,OPRM1-OPRD1 ag,HTR5A inv ag,PKA-R1A activ,Ecoli viability,Pemphigus Ab inh,HTR5A ag,SUMO Mot1 rescue,AddAB inh
COC(=O)c1cccc(NC(=O)CSc2ncn[nH]2)c1,1.9,9.4,-17.8,-2.3,7.9,2.0,-2.6,95.0,-0.3,21.6,1.2
Cc1c(C(=O)OCc2nnc(-c3ccccc3)o2)oc2ccccc12,4.2,5.7,2.9,-1.4,2.8,5.1,-2.8,.,-1.0,-9.3,-1.0
CC(C)c1c(O)nc(SCCN(C)C)[nH]c1=O,1.2,13.1,47.5,-2.6,1.9,1.1,-1.7,.,-0.4,383.4,3.3
O=C1OC(OC(=O)c2ccccc2Br)C(N2CCOCC2)=C1Cl (centres undefined),2.0,5.6,-14.1,-1.1,-2.9,-2.3,-0.6,98.5,1.6,-5.9,1.3
Cn1cccc1Cc1nnc(SCC(=O)Nc2ccc3c(c2)OCO3)n1CCc1ccccc1,1.8,13.2,-7.3,-2.7,13.0,-1.2,1.9,111.2,-4.9,8.7,4.4
CN1CCN(CC(O)COc2ccccc2)CC1 (centres undefined),4.1,3.2,14.9,-0.6,3.3,6.9,1.4,97.2,-1.5,-8.3,2.5
Cc1ccccc1C(=O)OCC(=O)N(C)c1ccccc1,1.8,6.7,-3.6,-1.1,-5.7,-2.9,1.1,.,0.2,-7.4,0.2
CCOc1cccc(C(=O)Nc2ccc(NC(=O)c3cc4ccccc4o3)c(OC)c2)c1,2.4,-40.1,-0.9,8.3,0.4,10.3,3.3,128.6,-0.1,65.5,5.3
CCOc1ccccc1N(C)C(=O)CCS(=O)(=O)c1ccc2c(c1)NC(=O)CO2,-0.2,1.9,6.3,-0.4,13.4,5.7,-1.5,92.6,5.4,-9.5,0.4
CC1CN(S(=O)(=O)c2cccc(C(=O)OCC(=O)c3cccs3)c2)CC(C)O1 (centres undefined),2.1,9.3,10.5,-1.6,5.6,-2.6,1.1,104.7,-2.0,.,0.3
CC(C)C(=O)NNC(=O)C1CC1(c1ccccc1)c1ccccc1 (centres undefined),0.9,-0.6,15.8,0.1,3.0,0.1,-2.2,103.9,-0.8,-3.4,-1.6
Cc1ccc2[nH]c(=O)c(CN(Cc3ccccc3)Cc3nnnn3C3CCCC3)cc2c1,0.9,-12.9,14.6,2.3,-12.6,10.8,-0.2,104.1,-3.6,5.8,-2.5
COC(=O)c1ccccc1NC(=O)Nc1cccs1,1.4,7.6,9.7,-1.3,6.1,-1.9,3.5,105.1,-4.6,-2.2,3.0
CSc1nc2c(c(=O)[nH]c(=O)n2C)n1Cc1ccccc1Cl,1.1,10.3,5.0,-2.0,-12.9,4.9,1.5,111.9,4.7,-0.2,0.3
Cc1cccc2cc(CN(CCc3ccccc3)C(=O)N3CCOCC3)c3nnnn3c12,3.1,11.9,.,-2.0,27.7,-4.2,-0.9,95.5,1.9,-6.3,0.2
O=C(COc1ccc(Cl)cc1)NCc1nnc(SCC(=O)NCc2ccc3c(c2)OCO3)o1,2.9,8.9,11.0,-1.6,13.7,-3.7,-0.6,98.0,-5.4,-19.5,1.7
O=C(COC(=O)c1cnc(Cl)c(Cl)c1)Nc1cccc(S(=O)(=O)N2CCOCC2)c1,1.6,-5.5,-16.9,1.1,5.6,-5.6,-0.2,95.8,-1.4,-10.8,1.0
Cn1cnc([N+](=O)[O-])c1S(=O)(=O)Nc1ccccc1,0.2,17.0,.,-3.2,-1.3,-3.9,.,91.5,0.3,.,.
C=CCn1c(SCC(=O)Nc2ccc(NC(=O)c3ccco3)c(OC)c2)nnc1-c1ccncc1,2.6,7.7,-13.6,-1.5,-30.2,-3.6,-1.0,101.1,1.2,-21.9,1.4
CCOC(=O)C1C(C(C)=O)=C(c2ccccc2)c2ccccc2N1S(=O)(=O)C(F)(F)F (centres undefined),3.0,8.0,-14.4,-1.6,0.1,-7.4,-2.1,100.5,0.0,.,-0.6
COc1ccc(OC)c(-c2cc(C(=O)NCCCn3ccnc3)no2)c1,-0.2,4.7,.,-0.9,2.7,9.6,-6.0,99.5,2.5,-3.4,-1.0
COc1ccc(C(c2nnnn2C2CCCCC2)N2CCN(c3ccc(OC)cc3)CC2)cc1 (centres undefined),1.0,1.5,17.9,-0.3,-1.4,-3.0,-0.9,109.0,0.5,-1.5,1.6
Cc1cc(OCC(=O)Nc2ccccc2N2CCCCC2)ccc1C(C)C,3.8,15.3,.,-2.8,-16.7,-11.7,-3.4,100.2,-4.3,-1.7,-2.0
COc1cccc(C(=O)NNC(=O)c2cccc(F)c2)c1,0.5,2.1,4.7,-0.4,-11.9,13.8,-2.5,118.2,3.2,-4.8,1.8
CCOc1ccc(N2C(=O)/C(=C\c3ccccc3OC)S(=O)(=O)C2c2cccc([N+](=O)[O-])c2)cc1 (centres undefined),3.4,3.3,109.7*,-0.6,11.2,-7.1,-0.9,97.8,-4.2,86.4,0.5
O=C(CNC(=O)c1cccs1)Nc1ncccc1O,5.4,-0.2,.,0.0,-10.2,0.5,1.1,115.7,4.3,-7.1,0.3
CCC(C)NS(=O)(=O)c1ccc(NC(=O)Cc2ccc(OC)cc2)cc1 (centres undefined),2.9,-5.0,-23.4,1.0,17.8,-8.2,0.4,108.0,-0.2,292.0,1.7
Cc1ccc(S(=O)(=O)NNC(=O)c2sccc2-n2cccc2)cc1,2.2,10.5,.,-1.8,-3.6,1.1,0.5,.,1.4,.,2.5
Oc1ccc(C2=CSC3=NCCN23)cc1O,-5.4,7.6,1.1,-1.6,0.0,-2.6,-1.6,93.9,0.0,717.6*,-2.6
CCCOC(=O)C1=C(C)NC(=O)NC1c1cc2c(cc1Br)OCO2 (centres undefined),1.8,9.8,-16.8,-1.9,-5.8,-14.7,0.4,112.0,2.1,-2.5,1.0
O=C(/C=C/CCc1ccc2c(c1)OCO2)N1CCCCC1,3.7,14.0,10.6,-2.8,15.9,-8.1,-0.3,103.8,6.8,.,2.3
O=C(NN=C1CCCC1)c1cc(-c2ccccc2)n[nH]1,-2.1,4.9,-9.3,-0.9,-4.4,8.1,1.0,.,6.9,1.3,3.0
Cc1cc(C)n(-c2ccc(NC(=O)C3CCN(Cc4ccc(C)o4)CC3)cc2)n1,0.9,12.2,-4.0,-2.4,-18.2,-12.2,-1.3,100.7,0.2,-6.3,1.5
Cc1ccc(C(=O)NCC2CCCO2)o1 (centres undefined),3.7,6.0,.,-1.1,-10.6,5.5,-1.3,84.9,-0.7,10.8,0.0
Cc1ccc(NC(=O)CCC(=O)OCC(F)(F)C(F)F)cc1,2.2,-2.4,7.8,0.5,13.4,-6.0,-0.9,95.7,-5.2,15.0,0.2
CCC(C)C(N)C(=O)NC(CCC(=O)OCc1ccccc1)C(N)=O (centres undefined),2.3,-1.9,13.0,0.3,18.1,-2.5,-0.8,104.5,-8.9,1.2,-1.6
CC(C)n1c(O)c(N=NC(=O)c2ccccc2NS(=O)(=O)c2cccs2)c2ccccc21,2.9,7.4,1.9,-1.0,18.5,3.5,-2.5,102.5,2.9,0.4,1.3
Cc1cc(C)n2c(SCC(=O)Nc3cccc(S(N)(=O)=O)c3)nnc2n1,1.3,13.3,-4.3,-2.6,-10.4,-5.0,1.6,135.9,2.5,-5.1,-2.0
Cn1nnnc1SCc1ccc(F)cc1,19.9*,11.7,.,-2.5,-34.8,8.1,-1.1,97.5,7.1,-0.7,0.7
C/C(N)=C(/C#N)C(=O)CSc1nc2ccccc2c(=O)n1-c1ccc(C)c(Cl)c1,3.5,-4.4,-5.4,0.7,-12.2,-5.0,-0.4,103.9,4.5,5.3,0.3

The last 2 entries of the section above open the next one:
smiles,phage Ecoli inh,MOR-DOR inv ag,PfHsp90 set2,OPRM1-OPRD1 ag,HTR5A inv ag,PKA-R1A activ,Ecoli viability,Pemphigus Ab inh,HTR5A ag,SUMO Mot1 rescue,AddAB inh
Cn1nnnc1SCc1ccc(F)cc1,19.9*,11.7,.,-2.5,-34.8,8.1,-1.1,97.5,7.1,-0.7,0.7
C/C(N)=C(/C#N)C(=O)CSc1nc2ccccc2c(=O)n1-c1ccc(C)c(Cl)c1,3.5,-4.4,-5.4,0.7,-12.2,-5.0,-0.4,103.9,4.5,5.3,0.3
CCOC(=O)C1C(c2cccc(Cl)c2Cl)NC(=O)NC1(O)C(F)(F)F (centres undefined),2.5,1.1,.,-0.2,20.8,-10.7,-1.5,96.6,-0.3,14.5,1.6
CNC(=O)CN(CCc1ccccc1)S(=O)(=O)c1ccc(OC)cc1,3.2,16.0,5.8,-3.6,-2.1,12.1,1.8,104.7,0.6,-17.2,1.3
CC1(C)C(=O)OC(c2cccs2)C2(CCCCC2)C1=O (centres undefined),4.2,-20.4,47.9,3.9,1.6,-5.7,-0.4,104.3,2.2,-12.5,3.4
CCn1c(CC(=O)Nc2ccccc2)nnc1SCC(=O)NC1=NCCS1,-0.6,-11.0,7.4,1.4,-5.1,-5.0,1.5,110.9,1.7,68.0,2.7
Cc1ccc(S(=O)(=O)N2CCN(C)CC2)c(C)c1N(C)S(=O)(=O)c1ccc(Cl)cc1,0.2,12.5,-3.3,-3.0,-32.8,-0.5,-1.0,.,2.1,-15.4,3.2
O=C(O)CSc1ccc2nnc(-c3cccnc3)n2n1,3.7,16.7,1.7,-3.4,1.5,3.5,1.6,95.4,-0.6,6.5,-0.1
C#CCNC(=O)C1=C[C@@H](c2ccc(C(F)(F)F)cc2)C[C@@H](OCCCCO)O1,2.2,7.5,1.6,-1.4,-34.9,-5.0,1.2,102.8,13.7,-10.4,2.1
Cc1ccc(N2C(=O)C(Cl)=C(N3CCOCC3)C2=O)c(C)c1,2.2,10.6,-7.4,-2.1,3.1,-12.6,-0.5,106.8,0.2,-7.4,3.3
COc1cccc(C2CC(=O)Nc3c2c(=O)n(C)c(=O)n3C)c1OC (centres undefined),2.1,9.4,-4.4,-1.8,-10.1,-11.1,-0.7,100.4,3.6,-3.8,-1.7
O=C(O)c1ccc(CSc2nnc(-c3ccncc3)n2-c2ccc(Cl)cc2)cc1,1.8,14.8,3.5,-2.8,10.4,-9.1,-1.5,103.3,-1.0,5.2,1.4
CCOC(=O)N1CCN(C(=O)CNC2CCCCCCC2)CC1,-1.1,8.9,2.4,-1.8,21.9,-6.3,0.6,100.2,1.4,4.6,1.7
CCOC(=O)c1cc(-c2cccc([N+](=O)[O-])c2)nc2[nH]c(=O)[nH]c(=O)c12,4.5,-13.1,.,1.8,1.3,1.8,3.6,84.3,-0.5,-6.6,0.4
O=C(CN1CCN(S(=O)(=O)c2cc(Cl)ccc2Cl)CC1)c1ccc(O)c(O)c1,1.6,-1.6,11.5,0.3,-17.4,-2.7,-0.8,122.3,1.9,433.2,0.3
